# Tau fil binding: binders of human tau filaments | P10636 | recombinant tau filaments, thioflavin S fluorescence, 15 h; filaments grown with octadecylsulfate alongside compound | Potency, µM (doses to about 57.1 µM), without a hit: top-dose activity change, negative = inhibition | actives 2% (n = 71,000);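 also: potency is read from the fitted curve at half-maximal effect; % is scaled to controls: 0 for no effect and ±100 for the full control effect; actives lower thioflavin S fluorescence by blocking filaments or displacing dye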
#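 His-tagged recombinant human tau (exons 2, 3, 10; 1 uM final) fibrillized with 30 uM sodium octadecylsulfate, 15 h at 37 C, in pH 7.4 HEPES buffer with 10 uM thioflavine S and 5 mM DTT. Reduced ThS fluorescence (450/510 nm) marks activity.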
# Casp1 inh: allosteric or competitive inhibitors of human caspase-1 | P29466 | Caspase-1 enzyme, Ac-WEHD-AFC fluorogenic rate | Potency, µM (top dose mostly 57.5 µM), without a hit: top-dose activity change, negative = inhibition, usual class: inhibitors | actives 0.03% (n = 75,000);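 also: potency is read from the fitted curve at half-maximal effect; plate controls were vehicle for no effect and no substrate for full effect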
# USP2a inh: inhibitors of human ubiquitin-specific protease USP2a; USP2a enzymatic assay, qHTS inhibition; Potency, µM (top dose mostly 38.3 µM), for inactives: at the highest dose activity change, negative = inhibition, actives largely listed as inhibitors; actives 0.1% (n = 60,000);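 also: potency is read from the fitted curve at half-maximal effect; nearly all actives have a fitted effect of over 60% in size; plate controls were DMSO for no effect and NEM full inhibition control for full effect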
# Target sequence (O75604 whole entry, looked up): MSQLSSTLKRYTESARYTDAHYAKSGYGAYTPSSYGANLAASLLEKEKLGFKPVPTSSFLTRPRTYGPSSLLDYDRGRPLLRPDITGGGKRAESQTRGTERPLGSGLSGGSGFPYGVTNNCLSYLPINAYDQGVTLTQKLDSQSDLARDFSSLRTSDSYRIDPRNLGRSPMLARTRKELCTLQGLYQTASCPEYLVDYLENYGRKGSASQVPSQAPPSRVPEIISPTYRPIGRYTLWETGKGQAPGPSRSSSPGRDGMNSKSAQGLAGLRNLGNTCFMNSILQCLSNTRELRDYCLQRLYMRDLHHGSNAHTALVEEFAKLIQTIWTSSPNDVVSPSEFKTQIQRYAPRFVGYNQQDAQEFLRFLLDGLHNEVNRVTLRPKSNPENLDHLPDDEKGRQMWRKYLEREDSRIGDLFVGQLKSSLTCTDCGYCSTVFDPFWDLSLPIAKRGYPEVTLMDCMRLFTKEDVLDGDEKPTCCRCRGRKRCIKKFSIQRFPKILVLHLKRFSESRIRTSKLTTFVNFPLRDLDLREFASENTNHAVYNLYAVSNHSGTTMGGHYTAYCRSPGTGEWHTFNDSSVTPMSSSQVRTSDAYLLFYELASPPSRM
#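 USP2 core (20nM final) preincubated 30 min RT with compound, then Ub-PLA2 20nM and NBD C6-HPC 20uM final added; buffer 20mM Tris-HCl pH 8.0, 2mM CaCl2. Fluorescence Ex 460/Em 535 read at 0 and 2.5 h; normalized to NEM.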
# ERK AVP block: vasopressin-driven ERK pathway inhibition; AID 995; Potency, µM (highest dose often 57.5 µM), without a hit: at the highest dose activity, negative = inhibition, most hits filed as inhibitors; HEK293-V1b, vasopressin-stimulated pERK AlphaScreen; actives 0.99% (n = 72,000); also: potency is read from the fitted curve at half-maximal effect; % is scaled to controls: 0 for no effect and ±100 for the full control effect; nearly all actives have a fitted effect of over 55% in size
#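 Phosphorylated ERK1/2 detected via AlphaScreen bead proximity in lysates of V1b-expressing HEK293 cells given 25 nM vasopressin for 5 min after 30 min compound exposure (37 °C). AC50 from Hill equation; basal DMSO 0%, vasopressin 100%.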
# HEK293 cAMP cs: counter-screen for TSHR agonists: cAMP increase in parental HEK293. parental HEK293 CNG cAMP sensor, membrane potential fluorescence. Potency, µM (top dose mostly 57.1 µM), inactives show at the top dose activation, actives largely listed as activators. actives 2.5% (n = 73,000). AID 938; also: potency is read from the fitted curve at half-maximal effect; % of control where 0% means no effect; nearly all actives have a fitted effect of over 55% in size
#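 Parental HEK 293 cells stably expressing a modified CNG channel (no TSHR) report cAMP rise as membrane depolarization. Membrane potential dye with 100 uM RO 20-1724 was loaded for 60 min at room temperature, then compound added for 30 min; fluorescence read at 590 nm.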
# HADH2 inh: blocks human hydroxyacyl-CoA dehydrogenase type II | AID 886 | recombinant HADH2, NADH fluorescence, beta-hydroxybutyryl-CoA | Potency, µM (top dose mostly 57.1 µM), without a hit: top-dose activity change, negative = inhibition, most hits filed as inhibitors | Q99714 | actives 3.4% (n = 73,000); also: potency is read from the fitted curve at half-maximal effect; % is scaled to controls: 0 for no effect and ±100 for the full control effect; nearly all actives have a fitted effect of over 60% in size; many of its hits are not listed in these tables
#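 20 nM HADH2 + cpd, 15 min RT; add 1 mM NAD+/90 uM beta-hydroxybutyryl-CoA; kinetic fluorescence 360/450 nm, 4 min. Tris-HCl pH 9.0, 0.01% Tween-20.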
# FLuc inh: inhibitors of firefly luciferase; actives 2.2% (n = 72,000); P08659; purified firefly luciferase, luminescence, 8 min; Potency, µM (series often up to 57.1 µM), for inactives: top-dose activity change, negative = inhibition, hits mostly inhibitors; also: potency is read from the fitted curve at half-maximal effect; % is scaled to controls: 0 for no effect and ±100 for the full control effect; nearly all actives have a fitted effect of over 40% in size
#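 Luminescence read-out after 8 min at room temperature; enzyme reaction used luciferin plus 10 uM ATP (linear range) in imidazole buffer pH 7.2 with KCl, MgCl2, Tween 20 and BSA. Each sample was run as a titration.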
# Fluorescein autfl: compound fluoresces in the fluorescein spectral region; Compound autofluorescence, 480/540 nm, fluorescein-equivalent; active compounds read high; max fluorescein-equivalent concentration, M; actives 0.91% (n = 59,000); in the data active = max fluorescein-equivalent concentration above about 10 nM; inconclusive = between about 1.1 nM and that limit
#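 Each compound is tested across a concentration series in 100 mM Tris buffer at pH 8.0. After 15 min at room temperature, plates are imaged with 480 nm excitation and 540 nm emission filters, and intensities are converted to fluorescein-equivalent values.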
# Rhodamine fluor: compound autofluorescence in rhodamine spectral region; Rhodamine-region fluorescence, 547/598 nm, Tris buffer; active compounds read high; max dye-equivalent concentration, M; actives 0.05% (n = 59,000); in the data active = max dye-equivalent concentration above about 11 nM; inconclusive = between about 1.1 nM and that limit
#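 qHTS spectral profiling of compounds without any target or enzyme present, in pH 8.0 Tris buffer; plates were read after a 15-minute room-temperature incubation using the rhodamine-region filter set.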
# TexasRed autofl: Texas Red region autofluorescence | Compound fluorescence, Texas Red channel, 547/618 nm; active compounds read high | max dye-equivalent concentration, M | actives 0.06% (n = 59,000); in the data active = max dye-equivalent concentration above about 10 nM; inconclusive = between about 1.1 nM and that limit
#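 Pin-transferred compounds and Texas Red standards go into 100 mM Tris buffer, pH 8.0. After 15 min at room temperature, plates are imaged with 547/618 nm filters. Each value is a dye-equivalent concentration derived from the per-plate dye curve.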
# Casp7 inh: allosteric or competitive inhibitors of human caspase-7; P55210; recombinant caspase-7, Ac-DEVD-AFC fluorescence rate; Potency, µM (highest dose often 57.5 µM), without a hit: at the top dose activity change, negative = inhibition, hits mostly inhibitors; actives 0.02% (n = 75,000); AID 889; active = well fitted inhibition curve with a large enough effect in the main read-out, with a control signal flat, not every such curve was filed as active; inconclusive = small, poorly fitted or top-dose-only effect, or a change in a side signal; also: potency is read from the fitted curve at half-maximal effect; % of control where 0% means no effect
# Target sequence (P55210 24-198 limits assumed): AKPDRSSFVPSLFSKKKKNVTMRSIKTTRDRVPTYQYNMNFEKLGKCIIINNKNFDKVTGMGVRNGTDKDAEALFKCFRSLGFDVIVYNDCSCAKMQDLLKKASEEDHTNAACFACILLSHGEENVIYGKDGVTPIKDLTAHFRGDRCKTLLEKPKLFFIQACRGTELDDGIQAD
# Target sequence (P55210 207-303 limits assumed): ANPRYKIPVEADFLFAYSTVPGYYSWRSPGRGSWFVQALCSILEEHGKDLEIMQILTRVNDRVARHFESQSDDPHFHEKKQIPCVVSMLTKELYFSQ
# Starred values were filed as active, the others as inactive; i = inactive; u = inconclusive; x = not tested or not shown; [ ] = dose if it differs, or a comment. Unless noted, calls follow the shape of the dose curve; as a rule, active = well fitted curve in the direction sought with a large enough effect; inconclusive = small, poorly fitted or top-dose-only effect, or another doubt; inactive = no such curve, though single readings can be large; an effect the other way counts as inactive or inconclusive.
# The first four records as a preview:
1: c1ccc(-n2c(-c3ccncc3)nnc2N2CCOCC2)cc1
2: CN(CCc1ccccn1)c1ccc2c(c1)C(=O)c1ccccc1-2
3: Cn1c(Cc2ccccc2)nnc1SCCC(=O)Nc1ccccc1
4: CCOC(=O)N1CCN(C(=O)CS(=O)Cc2nc(-c3cccc(C)c3)oc2C)CC1 (configuration not stated)
assay / compound | 1 | 2 | 3 | 4
Tau fil binding | 2% | 4µM* | -5% | -11%
Casp1 inh | 3% | 1%[11.5 µM] | 0% | 0%
USP2a inh | -7% | x | 1% | x
ERK AVP block | 1% | -13%[11.5 µM] | -12% | -12%
HEK293 cAMP cs | 2% | -31%[inhibitor][11.4 µM] | 5% | 4%
HADH2 inh | -7% | 3%[11.4 µM] | -1% | 0%
FLuc inh | 2% | -24%[11.4 µM] | 1% | 3%
Fluorescein autfl | i | i | u | x
Rhodamine fluor | i | i | i | x
TexasRed autofl | u | i | i | x
Casp7 inh | -1% | -3%[11.5 µM] | 0% | -2%

# All compounds of this part, previewed entries included:
1: c1ccc(-n2c(-c3ccncc3)nnc2N2CCOCC2)cc1
2: CN(CCc1ccccn1)c1ccc2c(c1)C(=O)c1ccccc1-2
3: Cn1c(Cc2ccccc2)nnc1SCCC(=O)Nc1ccccc1
4: CCOC(=O)N1CCN(C(=O)CS(=O)Cc2nc(-c3cccc(C)c3)oc2C)CC1 (configuration not stated)
5: CCCn1c(-c2ccc(F)cc2)nc2c(NCCCN3CCCCC3C)nc(C)nc21 (configuration not stated)
6: O=c1[nH]c2ccccc2n1CCCOc1ccccc1
7: COc1cccc(CNCCOCCO)c1OC
8: CC[N+](CC)(CC)CCOc1ccc(/C=C\c2ccccc2)cc1
9: O=C(CCN1CCN(c2ccc(F)cc2)CC1)Nc1ccccc1F
10: O=C1CC(N2CCN(c3ccc(F)cc3)CC2)C(=O)N1Cc1ccc(N2CCCC2=O)cc1 (configuration not stated)
assay / compound | 1 | 2 | 3 | 4 | 5 | 6 | 7 | 8 | 9 | 10
Tau fil binding | 2% | 4µM* | -5% | -11% | 33% | -4% | 11% | -63% | -8% | -8%
Casp1 inh | 3% | 1%[11.5 µM] | 0% | 0% | -4% | -1% | -1% | 1% | -1% | 0%
USP2a inh | -7% | x | 1% | x | x | 5% | -3% | x | 0% | 6%
ERK AVP block | 1% | -13%[11.5 µM] | -12% | -12% | -7% | 15% | -27% | 4% | -1% | u
HEK293 cAMP cs | 2% | -31%[inhibitor][11.4 µM] | 5% | 4% | u | 13% | -9% | -3% | 18% | 20%
HADH2 inh | -7% | 3%[11.4 µM] | -1% | 0% | -14% | 5% | -10% | 2% | 4% | -1%
FLuc inh | 2% | -24%[11.4 µM] | 1% | 3% | x | -3% | -18% | -1% | 2% | -1%
Fluorescein autfl | i | i | u | x | x | i | u | x | u | u
Rhodamine fluor | i | i | i | x | x | i | i | x | i | i
TexasRed autofl | u | i | i | x | x | i | i | x | i | i
Casp7 inh | -1% | -3%[11.5 µM] | 0% | -2% | -4% | 0% | 0% | -1% | 2% | -2%

11: O=C(COc1ccccc1F)c1ccc(O)cc1O
12: COc1ccc(C(=O)Nc2ccccc2C(=O)NCCN2CCOCC2)cc1
13: Cc1cc(C)n(CCc2nc(-c3cccs3)cs2)n1
14: COC(=O)Cn1c(CN2CCc3ccccc3C2)nc2c1c(=O)n(C)c(=O)n2C
15: CCC1(C(=O)O)NC(c2cccc(OC)c2O)C2C(=O)N(c3ccccc3)C(=O)C21 (configuration not stated)
16: NC(N)=N/N=C(/c1ccccc1)c1ccc(O)cc1O
17: COc1ccc(-c2nnc3ccc(SCC(=O)N4CCN(c5ccccc5)CC4)nn23)cc1OC
18: OC(COc1ccc(C2C=CCC2)cc1)CN1CCCCC1 (configuration not stated)
19: CC1(C)OC(=O)C(=CNc2ccc(F)cc2)C(=O)O1
20: CC(NC(=O)C1C(=O)N(CCO)C2(C)CC1c1ccccc1O2)c1ccccc1 (configuration not stated)
assay / compound | 11 | 12 | 13 | 14 | 15 | 16 | 17 | 18 | 19 | 20
Tau fil binding | 10% | -7% | 3% | 10% | 6% | -2%[11.4 µM] | -12% | 21% | 2% | -3%
Casp1 inh | 2% | -1% | -1% | -7% | -1% | -5%[11.5 µM] | 1% | 0% | -2% | -1%
USP2a inh | -5% | 5% | 4% | x | x | x | 46%[activator] | 8% | -7% | 1%
ERK AVP block | -10% | -27% | 9% | x | x | -22%[11.5 µM] | 5% | 5% | -13% | 16%
HEK293 cAMP cs | 9% | 0% | 15% | u | 6% | 13%[11.4 µM] | 1% | 1% | u | -4%[2.29 µM]
HADH2 inh | -15% | 5% | u | 6% | 0% | 19%[11.4 µM] | 3% | 0% | -9% | 4%
FLuc inh | -1% | -11% | -1% | -2% | 6% | 1%[11.4 µM] | -3% | -1% | -5% | 1%
Fluorescein autfl | x | i | i | x | x | u | i | x | i | i
Rhodamine fluor | x | i | i | x | x | i | i | x | i | i
TexasRed autofl | x | i | u | x | x | i | i | x | i | i
Casp7 inh | -2% | -1% | 1% | 1% | 4% | 0%[11.5 µM] | 0% | 0% | 1% | -6%

21: COc1ccc(S(=O)(=O)Nc2ccccn2)cc1OC
22: O=C(COc1ccc2ccc(=O)oc2c1)Nc1ccc2c(c1)OCCO2
23: CC(=O)Nc1ccc(S(=O)(=O)N2CCC(NC(=O)c3ccco3)CC2)cc1
24: CCOC(=O)CNC(=O)CSc1nnc(-c2cccc(OC)c2)n1CC
25: C=CCN1C(c2ccc(OCC)cc2)=CS/C1=C(\C#N)c1nnc2n1CCCCC2
26: c1ccc(CSc2nnnn2-c2ccc3c(c2)OCCO3)nc1
27: O=C(Cn1ccc2ccccc2c1=O)N1CCN(c2cccc(Cl)c2)CC1
28: CC(O)c1cc2c(cc1NC(=O)c1cnn3c1NC(c1ccco1)CC3C(F)(F)F)OCO2 (configuration not stated)
29: COc1ccccc1N1CCN(S(=O)(=O)c2ccc3c4c(cccc24)C(=O)N3)CC1
30: Cn1c(C(=O)N2CCN(C3CCCCC3)CC2)cc2c(=O)n(C)c3ccccc3c21
assay / compound | 21 | 22 | 23 | 24 | 25 | 26 | 27 | 28 | 29 | 30
Tau fil binding | -2% | 403% | -10% | 8% | 10% | 18% | -1% | 112% | -30% | -12%
Casp1 inh | 0% | -2% | 0% | 0% | 2% | -1% | 2% | -1% | -14% | 1%
USP2a inh | -1% | 1% | 3% | 4% | 2% | -5% | 6% | 3% | 25% | x
ERK AVP block | u | -1% | -14% | 13% | u | 4% | 2% | -16% | 0% | -5%
HEK293 cAMP cs | 2% | -7% | 8% | -1% | 3% | 9% | 1% | -8% | -18% | -3%
HADH2 inh | 4% | 8% | 2% | 4% | -2% | 2% | 12% | 5% | 18% | 8%
FLuc inh | 2% | 13µM* | 4% | 3% | -1% | -1% | -1% | -1% | 2% | 4%
Fluorescein autfl | i | u | u | i | i | i | i | i | u | x
Rhodamine fluor | i | i | i | i | i | i | i | i | i | x
TexasRed autofl | i | i | i | u | i | i | i | i | i | x
Casp7 inh | 3% | -5% | -1% | -2% | -1% | -1% | 0% | -2% | -8% | -2%

# Some entries already given, reduced to Casp1 inh.
No. | SMILES | Casp1 inh
4 | CCOC(=O)N1CCN(C(=O)CS(=O)Cc2nc(-c3cccc(C)c3)oc2C)CC1 (configuration not stated) | 0%
5 | CCCn1c(-c2ccc(F)cc2)nc2c(NCCCN3CCCCC3C)nc(C)nc21 (configuration not stated) | -4%
6 | O=c1[nH]c2ccccc2n1CCCOc1ccccc1 | -1%
7 | COc1cccc(CNCCOCCO)c1OC | -1%

# Going on with the list.
31: CC(C)CCSc1nnc(Cn2c(=O)sc3ccccc32)n1C
32: Cc1cc(C)c(C#N)c(SCc2ccc(C#N)cc2)n1
33: CC(C)c1ccc(NC(=O)C(c2ccc3c(c2)OCO3)N2CCN(C(=O)c3ccco3)CC2)cc1 (configuration not stated)
34: O=C(CCCCn1c(=O)[nH]c2ccccc2c1=O)N1CCN(c2cccc(C(F)(F)F)c2)CC1
35: CCSC1=NC(=O)/C(=C2/C=Cc3ccccc3N2CC)S1
assay / compound | 31 | 32 | 33 | 34 | 35
Tau fil binding | -2% | 154% | 25% | 89% | 4µM*
Casp1 inh | -3% | -4% | -5% | -3% | -3%
USP2a inh | x | -5% | 37%[activator] | 29% | x
ERK AVP block | u | 14% | -5% | u | 25µM*
HEK293 cAMP cs | 24% | u | 21% | 21% | -19%
HADH2 inh | -3% | 3% | 0% | -21% | -11%
FLuc inh | 4% | 1% | 2% | 1% | -6%
Fluorescein autfl | x | i | i | i | u
Rhodamine fluor | x | i | i | i | i
TexasRed autofl | x | i | i | i | i
Casp7 inh | -1% | -5% | -6% | -7% | 2%

# This is a subset (hit frequency here may not be typical).
